TRb SRC2 PPI – disrupts binding of human TR beta to SRC2; TRbeta-SRC2 peptide binding, fluorescence polarization; receptor liganded with 1 µM T3; P10828; Potency, µM (highest dose often 106 µM), without a hit: at the top dose activity change, negative = inhibition, actives largely listed as inhibitors; hit rate 0.065% among 280,000;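 note: plate controls were bound peptide for no effect and peptide without receptor for full effect; nearly all actives have a fitted effect of over 50% in size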
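Binding of a 20-amino-acid Texas Red SRC2 peptide (20 nM) to TRb ligand-binding domain (0.6 uM) with agonist T3 at 1 uM was followed by fluorescence polarization after a 5 hr room-temperature incubation.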
RGS12 GoLoco inh – blocks human Gai1 binding to RGS12 GoLoco peptide, red readout; P63096; Gai1:RGS12 GoLoco peptide FP, rhodamine, 10 min; Potency, µM (series often up to 61.6 µM), for the others: top-dose activity, negative = inhibition, most hits filed as inhibitors; hit rate 0.44% among 230,000; AID 880; active = well fitted inhibition curve with a large enough effect, not every such curve was filed as active; inactive = no such curve, though single readings can be large or run the other way; note: % is set by controls: 0 for no effect and ±100 for the full control effect; nearly all actives have a fitted effect of over 30% in size; many of its hits are not listed in these tables
RECQ1 helicase – RECQ1 (human) helicase inhibition; Potency, µM (titrated, usually from 57.3 µM), without a hit: at the top dose activity, negative = inhibition, usual class: inhibitors; RECQ1 DNA unwinding, red fluorescence kinetic read; hit rate 0.54% among 240,000; P46063;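 note: plate controls were vehicle for no effect and no enzyme for full effect; nearly all actives have a fitted effect of over 30% in size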
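50 nM RECQ1T1 preincubated 15 min with compound in Tris pH 8.0 buffer with MgCl2, DTT, Tween-20 and 2.5 ug/ml poly(dI-dC); started with 200 nM TAMRA/BHQ-2 forked duplex and 2 mM ATP. Unwinding read as fluorescence (525/598 nm), two reads 2 h apart.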
JMJD2E inh – JMJD2E (human) inhibition | Potency, µM (highest dose often 57.1 µM), without a hit: at the highest dose activity change, negative = inhibition, hits mostly inhibitors | JMJD2E catalytic domain, FDH-coupled NADH fluorescence (FDH is formaldehyde dehydrogenase) | AID 2147 | hit rate 1.6% among 230,000; active = well fitted inhibition curve with a large enough effect, not every such curve was filed as active; inconclusive = small, poorly fitted or top-dose-only effect, or another doubt; inactive = no such curve, though single readings can be large or run the other way;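 note: 0% = wells with enzyme and -100% = buffer wells without enzyme; nearly all actives have a fitted effect of over 50% in size; many of its hits are not listed in these tables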
Target sequence (B2RXH2 1-337 limits assumed): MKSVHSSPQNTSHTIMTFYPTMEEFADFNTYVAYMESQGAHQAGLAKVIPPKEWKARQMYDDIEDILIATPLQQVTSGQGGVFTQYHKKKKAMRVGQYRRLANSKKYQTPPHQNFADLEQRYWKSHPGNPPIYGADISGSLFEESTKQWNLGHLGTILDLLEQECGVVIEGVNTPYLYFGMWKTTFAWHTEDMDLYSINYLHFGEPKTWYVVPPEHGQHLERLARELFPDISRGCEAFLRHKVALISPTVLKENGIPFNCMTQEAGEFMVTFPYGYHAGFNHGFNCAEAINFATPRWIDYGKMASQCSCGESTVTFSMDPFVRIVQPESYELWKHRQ
TexasRed fluor – alters Texas Red total fluorescence, flagging assay interference; Potency, µM (titrated, usually from 106 µM), inactives show at the top dose fluorescence change, negative = quenching; AID 1479; hit rate 0.29% among 280,000; TRb/SRC2 Texas Red total fluorescence interference; active = well fitted curve in either direction with a large enough effect; inconclusive = small, poorly fitted or top-dose-only effect; note: % is set by controls: 0 for no effect and ±100 for the full control effect
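Human TRb ligand-binding domain at 0.6 uM with 20 nM Texas Red SRC2 peptide in Tris buffer containing 1 uM T3 and 5% DMSO, incubated with compound 5 h at ambient temperature. Total fluorescence (555/632 nm) calculated as parallel + 2 × perpendicular.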
LMNA splice mod – changes lamin A minigene splicing in HeLa cells; HeLa LMNA splicing GFP/RFP minigene ratio, 48 h; Potency, µM (doses to about 46.1 µM), inactives show at the top dose ratio change, negative = inhibition, actives largely listed as inhibitors; hit rate 0.01% among 200,000; AID 1487; active = well fitted inhibition curve with a large enough effect in the signal ratio, with a control signal flat, not every such curve was filed as active; inconclusive = small, poorly fitted or top-dose-only effect, or effect the other way, or a change in a side signal; the % refers to the signal ratio; note: % is set by controls: 0 for no effect and ±100 for the full control effect
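Read-out is the ratio of GFP to DsRed2 object intensity, acquired by 488 nm laser-scanning cytometry on HeLa lamin A-EGFP minigene reporter cells. Compound incubation 48 hrs at 37 °C in Opti-MEM with 2% FBS; DMSO 0.5% final.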
SMN2 splice up – SMN2 splice variant enhancement; HEK293 SMN2-luciferase splicing reporter, luminescence, 30-36 h; Potency, µM (highest dose often 46.1 µM), for inactives: top-dose activity change, positive = activation, most hits filed as activators; hit rate 2.8% among 210,000; AID 1458; note: % of control where 0% means no effect; nearly all actives have a fitted effect of over 55% in size
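qHTS luciferase splicing reporter: luminescence rises when SMN2 exon 7 is included in transfected HEK293 cells. Compound exposure lasted 30-36 h at 37C, with 4.5 mM final sodium butyrate as control, followed by a ONE-Glo read.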
ALDH1A1 block – blocks purified human ALDH1A1 activity | P00352 | Purified ALDH1A1, NADH fluorescence, propionaldehyde substrate | Potency, µM (doses to about 75.3 µM), for inactives: at the top dose activity, negative = inhibition, usual class: inhibitors | hit rate 7.3% among 220,000; active = well fitted inhibition curve with a large enough effect, not every such curve was filed as active; inconclusive = small, poorly fitted or top-dose-only effect, or another doubt; inactive = no such curve, though single readings can be large or run the other way;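 note: plate controls were no enzyme wells and a reference inhibitor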
Target sequence (P00352 whole entry, looked up): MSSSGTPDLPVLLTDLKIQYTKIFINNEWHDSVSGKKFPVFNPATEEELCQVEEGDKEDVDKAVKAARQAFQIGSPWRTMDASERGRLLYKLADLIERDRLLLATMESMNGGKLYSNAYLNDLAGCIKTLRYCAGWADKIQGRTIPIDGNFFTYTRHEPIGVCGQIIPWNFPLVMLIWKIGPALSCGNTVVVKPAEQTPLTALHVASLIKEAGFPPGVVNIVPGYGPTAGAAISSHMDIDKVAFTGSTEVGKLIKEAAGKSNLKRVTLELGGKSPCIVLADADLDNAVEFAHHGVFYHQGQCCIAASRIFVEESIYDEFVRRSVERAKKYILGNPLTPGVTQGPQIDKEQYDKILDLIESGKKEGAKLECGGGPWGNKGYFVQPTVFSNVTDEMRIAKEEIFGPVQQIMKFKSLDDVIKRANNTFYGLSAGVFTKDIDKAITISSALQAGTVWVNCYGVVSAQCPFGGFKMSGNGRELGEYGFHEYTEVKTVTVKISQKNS
* hit, by the source's call; i = inactive; u = inconclusive; x = not tested or not shown; & = joins results of further samples; [ ] = another dose, or the depositor's remark. Unless noted, calls come from the whole dose curve; as a rule, active = well fitted curve in the direction sought with a large enough effect; inconclusive = small, poorly fitted or top-dose-only effect, or another doubt; inactive = no such curve, though single readings can be large; an effect the other way counts as inactive or inconclusive. Potency is the fitted concentration of half-maximal effect. Not all compounds are listed; rates above refer to the full screens.

SMILES	TRb SRC2 PPI	RGS12 GoLoco inh	RECQ1 helicase	JMJD2E inh	TexasRed fluor	LMNA splice mod	SMN2 splice up	ALDH1A1 block
CC1=CC(c2ccc(Cl)cc2)n2nc(NS(=O)(=O)c3ccc(C)cc3)nc2N1 (stereo not given)	-3%	2%	i	u	0%	4%	-15%	u
CCc1ccccc1NC(=O)c1cc2sccc2n1C	-3%	1%	-6%	3%	-7%	12%	10%	3%
CCc1cc(C(=O)NNC(=S)NCC2CCCO2)cs1 (stereo not given)	-13%	9%	-1%	3%	-1%	2%	9%	5%
CCOC(=O)c1ccc(S(=O)(=O)N2CCNCC2)cc1	-1%	15%	-15%	7%	-6%	-3%	5%	4%
CCN1CCN(c2cc(C)c3cc(NC(=S)NCCCN4CCc5ccccc5C4)ccc3n2)CC1	0%	5%	2%	u	-2%	u	-30%[inhibitor]	-82%
O=C(CSCc1ccc(F)cc1)NCc1ccc2c(c1)OCO2	-1%	11%	-6%	-1%	-3%	11%[46 µM]	2%	-15%
CN1C(=O)/C(=C/c2cn(CC(=O)N3CCCCC3)c3ccccc23)c2ccccc21	-4%	-3%	-10%	7%	-4%	u	-3%	-6%
Cc1occc1C(=O)Nc1nnc(-c2cccs2)s1	3%	20%	i	u	0%	u	3.5µM*	-15%
CCCCCCN1C=CC=C/C1=C/C=C(C#N)C#N	5%	-195%	18%	0%	-4%	u	1%	1%
Cc1cccc(NC(=O)CSc2c3c(nc4ccccc24)CCC3)n1	-3%	6%	0%	0%	-1%	x	-23%	7%
COc1ccc(NC(=O)NCCc2cccc(Cl)c2)cc1OC	7%	14%	i	-10%	-1%	4%[46 µM]	-8%	7%
COc1cc(C(=O)N2CCN(S(=O)(=O)c3cccs3)CC2)cc(OC)c1C	-6%	-6%	i	1%	-1%	10%[46 µM]	8%	u
CCOC(=O)c1cnc(-n2cc(C)cn2)nc1Nc1ccccc1OCC	0%	-3%	0%	9%	-1%	8%	-19%	10%
O=C1c2ccccc2C(=O)N1OCCOCCOCCON1C(=O)c2ccccc2C1=O	-11%	-2%	-3%	15%	-2%	2%	24%	10%
CN(C)CCCOc1ccc(C(C)(C)c2ccccc2)cc1	2%	0%	-6%	u	0%	-1%	-11%	u
CCOC(=O)N1[C@@H]2C=C(C)[C@@H]2[C@@H]2[C@@H](C)C(=O)N21	-8%	-8%	i	2%	-3%	-8%	2%	16%
Cc1c(Br)c(C(=O)NCc2cc3cc(Cl)ccc3[nH]2)nn1C	14%	11%	-4%	-28%	-3%	u	-16%	-3%
Cc1onc(C(=O)N2CCN(Cc3ccccc3)CC2)c1[N+](=O)[O-]	1%	7%	i	-7%	2%	-4%	-25%	-5%
N#C/C(C(=O)Oc1ccccc1)=C1\C=CC=CN1	-1%	3%	3%	0%	1%	14%	25%	-8%
COc1ccc(/C=C/CN2CCCC(C(=O)c3cc(F)ccc3F)C2)cc1 (stereo not given)	-3%	-5%	i	-2%	0%	x	x	u
CN(C)S(=O)(=O)c1ccc(NC(=O)N2CCN(c3ccccc3Cl)CC2)cc1	-4%	5%	-10%	1%	-7%	-23%	-48%[inhibitor]	-4%
Oc1ccc(/C=N/NC(=S)N2CCOCC2)cc1	-11%	-7%	-12%	u	-5%	u	-46%[inhibitor]	14µM*
Cc1cccc(Cn2c(N3CCc4ccccc4C3)nc3c2c(=O)[nH]c(=O)n3C)c1	0%	10%	-8%	2%	0%	5%	9%	15%
CCCn1c(N2CCOCC2)nc2c1c(=O)[nH]c(=O)n2C	-8%	10%	-3%	-4%	-6%	1%	-1%	8%
O=C(Cc1cccs1)Nc1cccc(C(=O)Nc2ccco2)c1	1%	5%	1%	2%	0%	-6%	u	5%
(further entries)
SMILES	TRb SRC2 PPI	RGS12 GoLoco inh	RECQ1 helicase	JMJD2E inh	TexasRed fluor	LMNA splice mod	SMN2 splice up	ALDH1A1 block
COc1ccc(OC)c(C2N(c3ccccn3)C(=O)C3CCCN32)c1 (stereo not given)	4%	x	i	-1%	0%	-2%	x	u
CC(C)C(NS(=O)(=O)c1cccc2nsnc12)C(=O)Nc1nc2ccc(Cl)cc2s1 (stereo not given)	-7%	-4%	-5%	0%	2%	-8%	8%	7%
COc1cc(NC2c3ccccc3C(=O)N2c2cc(C)ccn2)cc(OC)c1OC (stereo not given)	3%	6%	-6%	-6%	-1%	-4%	-3%	17%
CCC/C=C(\CCC)C(NS(=O)(=O)c1ccc(C(F)(F)F)cc1)c1ccccc1 (stereo not given)	2%&-3%	6%&5%	-10%&-16%	-4%&-7%	-3%&-6%	u	-25%&-13%	5%&-7%
CCn1c(=O)c(=O)n(CC)c2cc(S(=O)(=O)N3CCc4ccccc43)ccc21	-1%	0%	i	-3%	0%	-9%	-13%	u
Clc1ccc(C2CC(c3ccco3)n3ncnc3N2)cc1Cl (stereo not given)	9%	38%[activator]	0%	5%	-1%	-6%	-21%	32µM*
CS(=O)(=O)Nc1cccc2cccnc12	2%	15%	-1%	-7%	-9%	22%	-1%	-1%
CSCC(=O)Nc1cc(C)on1	0%	7%	i	4%	-2%	x	x	x
FC(F)(F)c1cc(-c2cccs2)nc(N2CCOCC2)n1	-9%	-3%	-9%	u	-2%	5%	25%	-1%
CC(=O)c1ccsc1B(O)O	2%	-2%	-4%	-1%	-3%	x	-3%	3%
CCc1c(C)sc(NC(=O)/C=C/C(=O)O)c1C(N)=O	6%	6%	i	u	0%	-12%[46 µM]	1%	u
O=C(CSc1oc(-c2ccc(F)cc2)nc1S(=O)(=O)c1ccc(F)cc1)NCC1CCCO1 (stereo not given)	2%	-7%	i	2%	-3%	-12%	-5%	-9%
Cc1nc(OCC(=O)c2ccc(Cl)cc2)c(C#N)c2c1COC(C)(C)C2	-3%	-11%	5%	5%	0%	12%	-23%	u
COc1cccc(C(=O)Nc2cnc(NC(=O)c3ccco3)cc2C)c1	4%	4%	-16%	1%	-4%	3%	18%	10%
FC(F)(F)c1cc(C(F)(F)F)c2ccc(N/N=C/c3ccccc3)nc2n1	3%	4%	i	6%	2%	0%	-14%	-2%
COc1ccc(-n2cnnc2SC(C)C(=O)Nc2cccc([N+](=O)[O-])c2)cc1 (stereo not given)	5%	x	-4%	4%	1%	-3%	x	0%
N#Cc1c(-c2ccco2)cc(-c2ccc(F)cc2)nc1N	-3%	19%	1%	u	2%	6%	u	u
Cc1ccc(C(=O)O)cc1S(=O)(=O)N1CCSCC1	0%	-3%	9%	0%	-5%	0%	-22%	8%
O=C(N/N=C/c1ccc(-c2ccccc2C(=O)O)o1)c1cccs1	-12%	10%	-11%	4%	u	-12%	6%	u
O=C(c1cccs1)N1CCN(c2ccc(F)cc2)CC1	2%	-2%	-10%	4%	0%	-12%	24%	4%
O=S(=O)(NCc1ccccn1)c1ccc2c(c1)OCCO2	5%	-1%	-3%	5%	2%	12%	-11%	-2%
CCOC(=O)CSc1nc2c(sc(=S)n2CCc2ccccc2)c(=O)n1Cc1ccco1	3%	12%	-16%	8%	1%	3%	-27%	32µM*
CCOC(=O)c1c(C)c(C(=O)NCc2ccc3c(c2)OCO3)c(C)n1C	2%	6%	-2%	5%	-3%	9%	-21%	u
CCN(CC)S(=O)(=O)c1ccc(N2CCOCC2)c(NS(=O)(=O)c2ccc(OC)cc2)c1	-2%	1%	0%	1%	-1%	x	x	x
CCCCNc1nc(C)nc2c1nc(-c1ccccc1)n2C1CCN(Cc2ccccc2)C1 (stereo not given)	1%	0%	1%	u	1%	x	-11%	u
The results go on:
SMILES	TRb SRC2 PPI	RGS12 GoLoco inh	RECQ1 helicase	JMJD2E inh	TexasRed fluor	LMNA splice mod	SMN2 splice up	ALDH1A1 block
COCC(=O)N1CCC2(CC1)CCN(c1cccc(-c3ccccc3)c1)CC2	x	4%	-8%	x	x	x	-27%	-1%
O=C(/C=C/c1ccco1)Nc1ccc(Oc2ccc(Cl)cc2)cc1	-2%	11%	u	-4%	1%	u	-28%	-10%
COc1ccc(-c2cc(C(F)F)n3ncc(C(=O)NCC4CCCO4)c3n2)cc1 (stereo not given)	-7%	-3%	i	u	-5%	-9%	-8%	u
Cc1ccc(-n2c(C)c3c(C)nnc(C)c3c2C)cc1	-5%	x	6%	u	-2%	-3%	x	0%
CCc1nc2sc(C(=O)O)c(N)c2c2c1CCCC2	-5%	4%	-2%	-19%	0%	x	x	6%
CCCCc1nnc(NC(=O)C2CCCO2)s1 (stereo not given)	-6%	3%	i	0%	-4%	-6%	35µM*	u
Cc1ccc(S(=O)(=O)N/N=C/c2cn(C)nc2C)cc1	1%	6%	2%	-23%	0%	1%	-19%	u
CCn1c(C)nc2cc(C(=O)NNC(=S)Nc3ccc(Cl)cc3Cl)ccc21	-21%[53 µM]	62%[activator]	0%	-5%	8.9µM*[quencher]	-7%	-8%	3.5µM*
CC(N)C12CC3CC(CC(C3)C1)C2 (stereo not given)	-1%&0%&-11%&-3%	-4%&6%&5%	1%&-5%&-1%	0%&-18%	-2%&-1%&-4%&-1%	u	-2%	4%&4%
NS(=O)(=O)c1cc2c(cc1Cl)NC(Cc1ccccc1)NS2(=O)=O (stereo not given)	-5%	-8%	0%	2%	-4%	x	x	u
CCOc1cc(NC(=S)NCCCN2CCOCC2)c(OCC)cc1NC(=O)c1ccc(OC)cc1	1%	14%	14%	-20%	-3%	2%[46 µM]	-3%	10%
O=C(c1c(F)cccc1F)N(Cc1ccccn1)C1CCCC1	-4%	2%	3%	4%	-1%	3%	-18%	7%
CN(C)S(=O)(=O)c1ccc(NC(=O)COC(=O)Cn2[nH]c(=O)c3ccccc3c2=O)cc1	-7%	25%	-10%	-12%	-2%	6%[46 µM]	x	28µM*
CCCCCC(=O)Nc1ccc(Cl)cn1	-6%	-16%	-1%	2%	-9%	-1%	6%	0%
